SENP8 block-1 – SENP8 (human) protease inhibition | 0.64% of 360,000 active | AID 602440 | recombinant SENP8, Nedd8 substrate fluorescence | inhibition, % at 20 µM; in the data active means inhibition mostly above about 40%, no sharp cut-off; inactive means mostly below about 27%
Target sequence (Q96LD8 whole entry, looked up): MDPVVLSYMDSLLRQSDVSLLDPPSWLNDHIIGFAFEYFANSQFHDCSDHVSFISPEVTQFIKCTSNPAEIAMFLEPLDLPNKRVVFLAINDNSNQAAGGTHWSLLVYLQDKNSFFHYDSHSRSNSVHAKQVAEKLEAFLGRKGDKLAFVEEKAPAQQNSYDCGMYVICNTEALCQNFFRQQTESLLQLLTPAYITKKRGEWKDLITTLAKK
SENP6 inh – inhibitors of human SENP6 protease. Q9GZR1. Recombinant SENP6 catalytic domain, aminoluciferin luminescence. inhibition, % at 10 µM. 1.8% of 330,000 active. AID 2599;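 active means inhibition above about 50% at the single tested dose, limit read from the data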;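 further: plate controls were DMSO wells with enzyme for no effect and DMSO wells lacking enzyme for full effect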
APOBEC3G inh – blocks human APOBEC3G single-stranded DNA deamination. Q9HC16. recombinant A3G, ssDNA deamination FAM/TAMRA fluorescence. inhibition, % at 20 µM. 0.28% of 330,000 active. AID 493012;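 active means inhibition of at least 40% at 20 µM, with no more than 30% in the related APOBEC3A deaminase screen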;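 further: plate controls were DMSO wells with A3G for no effect and wells lacking A3G enzyme for full effect; some compounds called inactive have numbers as strong as hits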
Apaf1 inhib – human Apaf-1 inhibition; O14727; reconstituted apoptosome caspase-3 activity, DEVD-Rh110 fluorescence; inhibition, % at 20 µM; 0.71% of 330,000 active; active means inhibition of at least 40% at 20 µM;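 further: plate controls were DMSO wells for no effect and DEVD-CHO caspase inhibitor wells for full effect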
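Assay system – apoptosome proteins · Medium – Hepes buffer, pH 7.5 · Also added – cytochrome c with DEVD-Rh110 · Timing – 30 min compound preincubation, 50 min activation, room temperature · Detection – Rh110 fluorescence, excitation 480 nm, emission 540 nm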
SENP7 inh – blocks the human protease SENP7. Q9BQF6. recombinant SENP7, Z-RLRGG-aminoluciferin luminescence, 40 min. inhibition, % at 5 µM. 1.5% of 330,000 active;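 active means inhibition above about 50% at the single test dose, limit read from the data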;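 further: plate controls were DMSO with enzyme for no effect and no enzyme buffer wells for full effect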
Target sequence (Q9BQF6 706-1050 limits assumed): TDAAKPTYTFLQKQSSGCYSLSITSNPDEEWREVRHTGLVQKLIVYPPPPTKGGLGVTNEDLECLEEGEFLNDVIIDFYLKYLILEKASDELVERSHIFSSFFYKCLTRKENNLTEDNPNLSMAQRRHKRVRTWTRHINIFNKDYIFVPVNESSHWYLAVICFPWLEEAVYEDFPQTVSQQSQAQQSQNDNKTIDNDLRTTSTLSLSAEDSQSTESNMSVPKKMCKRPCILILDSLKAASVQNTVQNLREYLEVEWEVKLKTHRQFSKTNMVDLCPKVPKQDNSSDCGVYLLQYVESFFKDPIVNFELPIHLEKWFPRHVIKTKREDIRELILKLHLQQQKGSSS
SENP1 FRET inh – inhibitors of human SENP1 SUMO protease catalytic domain | inhibition, % at 10 µM | 0.21% of 360,000 active | recombinant SENP1 catalytic domain, CyPet-SUMO1-YPet FRET cleavage | AID 624204 | Q9P0U3;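 active means inhibition at least 30% at 10 µM, raw YFP signal under a set limit, fluorescence ratio 0.5 to 1.5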;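 further: 0% = enzyme with DMSO and 100% = no enzyme wells; some results filed as inactive read as strong as hits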
Target sequence (Q9P0U3 419-644 limits assumed): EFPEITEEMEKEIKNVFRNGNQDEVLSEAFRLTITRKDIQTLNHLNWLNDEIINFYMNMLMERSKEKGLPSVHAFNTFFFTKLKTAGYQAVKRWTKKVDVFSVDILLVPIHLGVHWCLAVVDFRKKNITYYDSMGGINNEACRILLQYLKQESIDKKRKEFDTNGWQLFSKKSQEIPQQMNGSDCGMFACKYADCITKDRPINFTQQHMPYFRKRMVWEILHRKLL
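System: Recombinant human SENP1 catalytic domain, His6-tagged | Incubation: Enzyme reaction for 50 min at room temperature, dark | Medium: Tris pH 8 with BME, BSA, NP40 and catalase | Also added: 25 nM SUMO1 FRET substrate | Compound: 10 µM single point, 0.5% DMSO | Measured by: FRET fluorescence in CFP and YFP emission channels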
UBC13 polyUb – inhibitors of human UBC13 polyubiquitin chain formation | AID 485273 | 0.47% of 330,000 active | inhibition, % at 20 µM | TR-FRET; in the data active means inhibition above about 45%, passing the limit was not always enough
Target sequence (P61088 whole entry, looked up): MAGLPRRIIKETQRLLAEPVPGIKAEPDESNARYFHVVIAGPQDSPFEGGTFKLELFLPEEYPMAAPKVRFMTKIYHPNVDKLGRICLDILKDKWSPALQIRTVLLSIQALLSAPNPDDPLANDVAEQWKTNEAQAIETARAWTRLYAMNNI
SENP8 block-2 – SENP8 protease inhibition; Q96LD8; purified SENP8, Z-RLRGG-aminoluciferin cleavage, luminescence; inhibition, % at 10 µM; 1.2% of 330,000 active; AID 2540; in the data active means inhibition above about 50%
* hit, by the source's call; nt = no result given; & = joins results of further samples. Hits appear at their usual frequency; overall some 3.6% were active at least once.

SMILES	SENP8 block-1	SENP6 inh	APOBEC3G inh	Apaf1 inhib	SENP7 inh	SENP1 FRET inh	UBC13 polyUb	SENP8 block-2
O=C(COC(=O)c1c(F)cccc1F)Nc1ccc(N2CCCCC2)cc1	9	-13	-6	11	-7	3	3	-26
COc1ccc(NC(=O)c2cc(OC)c(OC)c(OC)c2)cc1S(=O)(=O)N1CCCCC1	7	13	2	2	9	4	-1	-3
CCOC(=O)c1cc(C#N)c(N2CCN(c3ccccn3)CC2)nc1-c1ccccc1	-25	-16	-3	-443	2	2	25	1
O=C(CN(c1ccccc1F)S(=O)(=O)c1ccccc1)NC1CCCCCC1	3	16	-6	10	-7	-1	-19	-7
COc1ccc(-c2nnc(SCC(=O)NC3CCCCC3)o2)cc1	7	12	-7	2	-8	2	5	0
Cc1cccc(CN2C(=O)[C@H]3Cc4c([nH]c5ccccc45)C(C)(C)N3C2=O)c1	2	-5	-9	25	3	-29	11	2
FC(F)(F)c1cnc(Sc2nc3nccc(-c4ccc(Cl)cc4)n3n2)c(Cl)c1	-254	-30	-2	16	-11	1	-1	-3
CN1CCN(C(=O)c2cc(COc3ccccc3)on2)[C@@H](c2ccccc2)C1	2	15	-6	-1	13	-2	-4	-3
FC(F)(F)c1cccc(N2CCN(C3CC4CCC3C4)CC2)c1 (configuration not stated)	3	-10	-3	3	-15	1	1	-9
CCn1cc(SCC(=O)N2CCc3ccccc32)c2ccccc21	0	-6	2	17	-1	1	14	-6
Nc1cccc(-n2nncc2-c2ccccc2)c1	12	0	0	-2	0	-3	5	0
O=C(Nc1ccc2c(c1)OCCO2)c1cc(-c2ccccc2)nc2ccccc12	11	-4	-2	9	-3	-1	-14	-5
O=C(N/N=C/c1ccc(O)cc1)c1cncc(Br)c1	1	-15	-9	0	3	2	-8	-5
CC(C)(C)c1nnc(NC(=O)CCS(=O)(=O)Cc2ccccc2)s1	-3	-17	-9	4	7	-3	10	5
O=C1Nc2ccccc2/C1=C/c1cccnc1	4	3	-5	-13	-3	0	-4	4

An excerpt from above in order of count of non-hydrogen atoms, ascending:
SMILES	SENP8 block-1	SENP6 inh	APOBEC3G inh	Apaf1 inhib	SENP7 inh	SENP1 FRET inh	UBC13 polyUb	SENP8 block-2
O=C1Nc2ccccc2/C1=C/c1cccnc1	4	3	-5	-13	-3	0	-4	4
Nc1cccc(-n2nncc2-c2ccccc2)c1	12	0	0	-2	0	-3	5	0
FC(F)(F)c1cccc(N2CCN(C3CC4CCC3C4)CC2)c1 (configuration not stated)	3	-10	-3	3	-15	1	1	-9
CCn1cc(SCC(=O)N2CCc3ccccc32)c2ccccc21	0	-6	2	17	-1	1	14	-6
Cc1cccc(CN2C(=O)[C@H]3Cc4c([nH]c5ccccc45)C(C)(C)N3C2=O)c1	2	-5	-9	25	3	-29	11	2

Going on with the list.
SMILES	SENP8 block-1	SENP6 inh	APOBEC3G inh	Apaf1 inhib	SENP7 inh	SENP1 FRET inh	UBC13 polyUb	SENP8 block-2
CC[C@]12c3[nH]c4cc(CCC(=O)N(C)C)ccc4c3CCN1C(=O)[C@@H](CC(=O)NCc1ccco1)C[C@@H]2C(=O)N1CCN(C(=O)c2ccco2)CC1	7	nt	4	4	11	-1	nt	nt
O=C(c1ccc(CS(=O)(=O)c2ccccc2)o1)N1CCOCC1	8	8	-5	-7	5	4	6	1
CC1=NN(c2ccc(C)cc2)C(=O)/C1=C/c1ccc(-c2cc([N+](=O)[O-])ccc2O)o1	28	18	9	15	-9	3	-66	1
Cc1cccc(NC(=O)CNC(=O)COC(=O)c2ccco2)c1C	9	-6	-2	6	5	0	7	-2
O=C(O)c1ccccc1C(=O)NCc1cccnc1	10	3	-5	0	3	0	3	5
O=C(COc1ccc(Cl)cc1)N/N=C/c1cccc2cccnc12	5	-10	-11	5	13	1	1	-10
COc1ccccc1-c1nc(S(=O)(=O)c2ccccc2)c(N2CCOCC2)o1	-16	15	-6	4	2	2	2	4
COc1ccc(CCNC(=O)CSc2nnc3ccc(-c4ccccn4)nn23)cc1	-35	-6	-6	4	-1	1	0	5
Cc1cc(C)c2c(c1)/C(=N/Nc1ccc(S(N)(=O)=O)cc1[N+](=O)[O-])CCC2	53*	-3	1	-4	9	6	-65	3
CSc1ccccc1NS(=O)(=O)c1cccc2nonc12	9	5	3	7	1	2	-6	4
O=C(CSc1nnc(Cc2ccccc2)o1)N1CCCc2ccccc21	2	-8	-6	4	-9	2	-10	-2
CC(C)NC(=O)c1cc2c(-c3ccc(Cl)cc3)nn(C)c2s1	-272	-1	-5	-15	-1	3	4	7
CCCSc1nc2c(c(=O)[nH]c(=O)n2C)n1Cc1ccccc1	13	-3	-1	7	1	0	2	3
Cc1ccccc1Cn1nc(C)c(NC(=O)c2noc3c2CCCC3)c1C	13	-22	-2	4	-4	2	4	-3
CCOC(=O)c1ccc(C(=O)OCC)nc1	15	-1	-4	4	-8	0	-10	-2
CC(C)(C#N)NC(=O)C1CCCN1S(=O)(=O)c1ccc2ccccc2c1 (configuration not stated)	8	-16	-5	6	-4	5	-5	4
Cc1oc(C(C)(C)C)cc1C(=O)Nc1ccc(C(=O)O)cc1	28	9	1	-1	10	1	0	3
Fc1cccc(Cl)c1/C=N/n1c(-c2cccnc2)n[nH]c1=S	8	2	46*	-4	-5	3	8	6
CC(=O)N1CC(C)Oc2ccc(S(=O)(=O)Nc3ccc(Cl)cn3)cc21 (configuration not stated)	0	-4	-6	-1	5	3	-2	6
Cc1c(C(c2cccs2)c2c(C)n(C)n(-c3ccccc3)c2=O)c(=O)n(-c2ccccc2)n1C	-6	10	-5	-5	-2	0	-1	3
O=C(c1ccccc1)c1cc([N+](=O)[O-])ccc1N1CCOCC1	14	-14	-6	1	-9	1	-3	-6
O=C(NN1CCCCC1)c1ccccc1	13	5	-11	-5	-6	2	-15	-7
COC(=O)c1nnn(-c2nonc2N)c1CSc1ccccn1	10	6	0	9	4	1	6	2
CC1=C(C#N)C(/C=N/OCc2ccc(F)cc2Cl)CC(=O)N1 (configuration not stated)	-401	13	-8	3	3	-22	7	4
Cc1ccc(C)c(NS(=O)(=O)c2cc(C(=O)Nc3cccc(N(C)S(C)(=O)=O)c3)ccc2C)c1	16	-3	-7	6	-6	-1	-12	-9
Clc1ccc(-c2noc(CCCc3ccccc3)n2)cc1	-1	-16	-4	10	4	-1	-3	-11
O=C(O)/C(=C\c1cccc([N+](=O)[O-])c1)c1ccc(S(=O)(=O)N2CCCCC2)s1	10	-37	11	19	-3	1	-17	-10
COc1ccc([N+](=O)[O-])cc1NC(=O)C1CCCCC1C(=O)O (configuration not stated)	11	-10	-6	-2	-4	2	-21	-8
CCOC(=O)CCc1c(C)nc(SCc2ccc(C(=O)O)cc2)c(C#N)c1C	9	20	-7	-9	4	0	10	0
COc1ccc(-c2c(C)nn3c(N)c(-c4ccccc4)cnc23)cc1OC	-122	14	2	-6	-5	0	4	5
COc1ccc(O)c(-c2cc(C(F)(F)C(F)F)nc(-c3ccccc3)n2)c1	-180	-5	1	3	5	-13	1	-2
CSCCC(NS(=O)(=O)c1ccc(C)cc1)C(=O)N1CCN(S(=O)(=O)c2ccc(F)cc2)CC1 (configuration not stated)	2	-17	-10	-7	10	-2	-6	-4
CN(C)C(CNC(=O)c1ccc(NS(=O)(=O)c2cccc([N+](=O)[O-])c2)cc1)c1ccco1 (configuration not stated)	-23	1	-2	4	-2	-7	1	0
CCn1cc(C(=O)NC2CCCCCC2)c(=O)c2ccc(C)nc21	0	-9	-3	14	13	-8	-3	-6
CCn1c(COc2ccccc2C)nnc1SCc1nc2ccccc2c(=O)[nH]1	nt	-6	-2	5	0	nt	-1	8
CNC(=S)Nc1cccc(-c2cnc3ccccc3n2)c1	-1	11	-4	5	11	1	-6	9
COc1cc(OC)cc(-n2nc(C(=O)N3CC(C)CC(C)C3)c3ccccc3c2=O)c1 (configuration not stated)	-8	-16	2	14	5	1	-3	0
Cc1nn(C(=O)c2ccc([N+](=O)[O-])cc2)c(C)c1Br	4	-49	-2	-12	1	6	9	-5
CN(CCOc1ccc(Cl)cc1)CC(O)c1ccccc1 (configuration not stated)	10	15	0	4	0	0	9	5
O=C1/C(=C/Nc2cccc([N+](=O)[O-])c2)CCc2ccccc21	-126	19	11	-17	29	-31	-11	61*
O=C(NC1CC1)C(=O)c1c(-c2ccccc2)[nH]c2ccccc12	16	-2	-8	2	10	0	-8	-13
COc1cc(C=O)ccc1Oc1ccc(S(=O)(=O)N2CCOCC2)cc1[N+](=O)[O-]	-2	11	-2	1	1	-1	-8	-2
O=C(Nc1ncc2c(n1)-c1ccccc1CC2)c1ccc(Cl)cc1	-200	-9	-6	15	2	1	5	5
O=C1CC(c2ccccc2)CC(O)=C1C=NCCN1CCN(Cc2ccccc2)CC1 (configuration not stated)	13	-40	-13	1	3	2	4	2
Cc1c(OC(C)C(=O)NCc2ccncc2)ccc2c3c(c(=O)oc12)CCC3 (configuration not stated)	-329	-20	-2	-2	-8	-66	6	2
O=C(CC1SC(=Nc2ccccc2F)N(CCN2CCOCC2)C1=O)Nc1ccc(F)cc1F (configuration not stated)	16	8	-2	-2	3	-1	10	3
CCN(CC(=O)NCc1ccc(Cl)cc1)C(=O)c1ccc(S(=O)(=O)NCc2ccco2)cc1	11	-5	1	2	-13	3	-3	2
Cc1ccc(CSc2nnc3c(n2)OC2(Nc4ccccc4-3)C(=O)Nc3ccc(F)cc32)cc1 (configuration not stated)	8	-2	-2	-10	6	5	-20	-3
CCN1C(=O)[C@H]2[C@@H](c3ccc(C)cc3)N3C(=O)N(c4cccc(Cl)c4)C(=O)[C@@]3(CC(C)C)[C@H]2C1=O	4	-13	-7	16	0	4	3	-6
CC(NC1CCCC1)C(=O)Nc1ccccc1-c1ccccc1 (configuration not stated)	6	4	-7	6	-6	2	-8	-5
COc1ccc(C(=O)N=S2CCN(C(=O)c3ccc(Cl)cc3)CC2)cc1	9	0	-4	-15	2	1	-4	3
CC(=O)c1ccc(NC(=O)CN2C(=O)/C(=C/C=C/c3ccccc3)SC2=S)cc1	19	0	-2	18	-3	-6	-21	2
CN(C(=O)COC(=O)c1ccc(S(=O)(=O)N2CCOCC2)cc1)C1CCCCC1	13	-9	0	1	2	1	3	2
CSc1ccc(CCNC(=O)CCc2nnc3ccc(NCCCN4CCCC4=O)nn23)cc1	-91	9	-4	2	0	-9	4	7
CC1(C)CCC(C)(C)NC(=S)N1	20&16	8	-1	4	-1	0&1	10	-1
COC(=O)c1sc(NC(=O)C(C)c2ccccc2)nc1C (configuration not stated)	22	3	-3	2	-6	3	9	4
CCOC(=O)c1ccc(COC(=O)CNC(=O)CNC(=O)c2ccc(OC)cc2)o1	12	4	-5	-4	-4	0	3	-2
COCCCNc1ncnc2ccc(C)cc12	-55	-18	-3	-4	1	-5	3	2
COc1ccc(C)cc1N(CC(=O)Nc1cccnc1)S(=O)(=O)c1ccccc1	7	-3	-4	10	-2	0	3	-5
COC(=O)c1ccc(NC(=O)C2CCCN2C(=O)Nc2cccc(C(C)=O)c2)cc1 (configuration not stated)	0	-42	-9	-9	5	-1	2	12

New compounds follow.
SMILES	SENP8 block-1	SENP6 inh	APOBEC3G inh	Apaf1 inhib	SENP7 inh	SENP1 FRET inh	UBC13 polyUb	SENP8 block-2
CC(C)(C)c1nnc2sc(SCC(=O)N3CCCCC3)nn2c1=O	9	-20	-4	0	-4	2	-20	3
Cc1ccc(/C=N/NC(=O)CSc2nc3ccccc3[nH]2)o1	2	-10	-4	10	3	-3	-4	4
COC(=O)COc1ccc(S(=O)(=O)Nc2ccc(C(N)=O)cc2)cc1	7	-15	-3	-16	-8	2	-1	3
COc1ccc(N=C2SCC(c3ccc(C)cc3)=NN2CCO)cc1	21	-30	0	13	1	0	0	-10

Single values from the entries so far.
Entry of `COC(=O)COc1ccc(S(=O)(=O)Nc2ccc(C(N)=O)cc2)cc1` in APOBEC3G inh: -3
Entry of `Cc1ccc(/C=N/NC(=O)CSc2nc3ccccc3[nH]2)o1` in SENP1 FRET inh: -3
